CCT chaperon mod – cytosolic chaperonin activity modulation. purified chaperonin ATPase assay, HTRF ADP detection, 30 min. activity change, % (test concentration not listed), hits read low. 360,000 tested, 0.3% active. AID 651819; in the data active means activity change below about -30%; further: on the % scale 0 is the no-effect control and ±100 the full control effect
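Nucleotide hydrolysis assay: TRiC at 20–40 nM final (set by batch activity) with 10 uM ATP, 30 min at 37 °C, in presence of 76 uM compound. Detection by competitive ADP HTRF, 30 min ambient.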
pAkt inh – inhibitors of Akt phosphorylation; AID 651550; 360,000 tested, 0.32% active; activity change, % for hits at 50 µM; Neuro2A IGF-stimulated pAkt S473 HTRF, 20 min; stronger effect = lower value; in the data active means activity change below about -80%; inconclusive means mostly about -51% to -80%; further: on the % scale 0 is the no-effect control and ±100 the full control effect
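Neuro2A cells (4,500/well, DMEM with 0.5% FBS) were treated with compound at a single 50 µM final concentration, stimulated with 6 nM IGF for 20 min at 37 °C, and lysed. Phospho-Akt Ser473 was read by HTRF as 665/615 ratio ×10^4.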
EPAC2 agonist – agonists of human EPAC2 (RAPGEF4); EPAC2 activation, biochemical qHTS; response scale: 100% = 6.5 mM cAMP response; Potency, µM (top dose mostly 154 µM), for inactives: at the top dose activation, actives largely listed as activators; 360,000 tested, 0.079% active; AID 720711; further: potency means the concentration at half of the fitted maximal effect; nearly all actives have a fitted effect of over 50% in size
Target sequence (Q8WZA2 whole entry, looked up): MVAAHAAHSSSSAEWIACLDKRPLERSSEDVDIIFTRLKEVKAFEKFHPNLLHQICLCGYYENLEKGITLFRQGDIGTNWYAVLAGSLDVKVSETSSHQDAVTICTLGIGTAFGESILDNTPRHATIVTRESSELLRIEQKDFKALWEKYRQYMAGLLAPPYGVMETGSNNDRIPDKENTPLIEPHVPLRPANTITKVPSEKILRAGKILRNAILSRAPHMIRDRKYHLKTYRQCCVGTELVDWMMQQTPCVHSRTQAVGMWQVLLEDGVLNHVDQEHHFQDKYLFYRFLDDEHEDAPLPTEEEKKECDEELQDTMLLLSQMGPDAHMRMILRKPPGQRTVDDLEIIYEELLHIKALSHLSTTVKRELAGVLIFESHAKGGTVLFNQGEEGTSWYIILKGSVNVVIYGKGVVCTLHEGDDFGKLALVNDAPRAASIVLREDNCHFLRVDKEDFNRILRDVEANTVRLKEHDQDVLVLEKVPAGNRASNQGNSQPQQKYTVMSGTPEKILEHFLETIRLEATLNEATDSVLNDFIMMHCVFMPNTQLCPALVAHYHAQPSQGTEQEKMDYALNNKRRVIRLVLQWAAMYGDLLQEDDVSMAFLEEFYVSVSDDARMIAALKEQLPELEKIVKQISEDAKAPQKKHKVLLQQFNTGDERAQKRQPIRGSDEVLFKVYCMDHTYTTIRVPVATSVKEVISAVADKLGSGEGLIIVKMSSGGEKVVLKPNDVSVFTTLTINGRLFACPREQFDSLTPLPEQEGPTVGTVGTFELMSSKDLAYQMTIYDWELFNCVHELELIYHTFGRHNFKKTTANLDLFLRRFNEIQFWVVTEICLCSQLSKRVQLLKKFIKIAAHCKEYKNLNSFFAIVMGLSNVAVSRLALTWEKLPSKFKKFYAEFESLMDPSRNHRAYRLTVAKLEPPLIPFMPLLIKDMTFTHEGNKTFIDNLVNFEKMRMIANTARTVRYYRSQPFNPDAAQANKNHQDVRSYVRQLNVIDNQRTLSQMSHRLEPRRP
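Compounds were added across a concentration range to EPAC2 (100 nM), RAP1B-BODIPY-GDP (250 nM) and GDP (50 uM). After 5 min at room temperature, fluorescence was recorded at 5-min intervals for 30 min.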
Nrf2 block – inhibitors of Nrf2 signaling; A549 ARE-Fluc reporter, luciferase luminescence, 18-24 h; AID 504444; 360,000 tested, 2.1% active; Potency, µM (top dose mostly 46 µM), inactives show at the top dose activity change, negative = inhibition, actives largely listed as inhibitors; further: potency means the concentration at half of the fitted maximal effect; on the % scale 0 is the no-effect control and ±100 the full control effect; nearly all actives have a fitted effect of over 60% in size
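In this cell-based qHTS, ARE-driven firefly luciferase in A549 cells reports Nrf2 activity; the luminescent signal after BugLite lysis is the measured value, with a prior CellTiter-Fluor read for cell health.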
MmCpn inh – blocks the Methanococcus maripaludis chaperonin Mm-Cpn; purified Mm-Cpn ATPase, ADP Transcreener TR-FRET; Potency, µM (highest dose often 76.9 µM), for the others: at the highest dose activity, negative = inhibition, hits mostly inhibitors; 330,000 tested, 0.031% active; further: potency means the concentration at half of the fitted maximal effect; on the % scale 0 is the no-effect control and ±100 the full control effect; nearly all actives have a fitted effect of over 80% in size
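Quantitative HTS used 25 nM Mm-CPN and 10 uM ATP in magnesium/KCl Tris buffer, pH 7.4, with 1 mM DTT. Hydrolysis ran 30 min at 37°C; ADP was read by HTRF.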
EPAC2 antag – antagonists of human EPAC2 | Q8WZA2 | EPAC2 GEF exchange of Rap1B-BODIPY-GDP, fluorescence | Potency, µM (series often up to 114 µM), for the others: at the top dose activity, negative = inhibition, actives largely listed as inhibitors | 360,000 tested, 0.18% active; further: potency means the concentration at half of the fitted maximal effect; on the % scale 0 is the no-effect control and ±100 the full control effect; nearly all actives have a fitted effect of over 45% in size; many of its hits are not listed in these tables
TGFb SMAD3 inh – inhibitors of TGF-b signaling; Potency, µM (titrated, usually from 46.1 µM), inactives show at the top dose activity, negative = inhibition, usual class: inhibitors; AID 588855; 410,000 tested, 1.2% active; HepG2 CAGA-GFP TGF-b/SMAD3 reporter, GFP fluorescence, 18 h; TGF-beta stimulated, 500 pg/mL final; further: potency means the concentration at half of the fitted maximal effect; on the % scale 0 is the no-effect control and ±100 the full control effect; nearly all actives have a fitted effect of over 65% in size
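Read-out: total well GFP (ex488/em500-530) summed from mean per-cell fluorescence. Cells: HEPG2 CAGA-GFP, 1% FBS DMEM, 18 h at 37 degrees C with 500 pg/mL final TGF-beta. Unstimulated wells served as the full-inhibition control; stimulated DMSO wells = 0%.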
Nrf2 activator – activates Nrf2 signaling | Potency, µM (doses to about 46.1 µM), for the others: top-dose activation, hits mostly activators | AREc32 ARE-luciferase reporter (MCF7-derived line), luminescence, 24 h | 410,000 tested, 0.31% active; further: potency means the concentration at half of the fitted maximal effect; % of control where 0% means no effect; nearly all actives have a fitted effect of over 65% in size
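Each well held 1000 AREc32 cells, which were incubated with compound for 24 hr at 37 deg C after overnight attachment, and ARE reporter activity was quantified by firefly luciferase luminescence.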
A549 tox – A549 cytotoxicity, counter-screen for Nrf2 inhibitors. A549 ARE-Fluc cells, CellTiter-Fluor viability, 18-24 h. Potency, µM (highest dose often 46 µM), for inactives: at the highest dose activity change, negative = cytotoxicity, hits mostly inhibitors. 390,000 tested, 0.16% active. AID 504648; further: potency means the concentration at half of the fitted maximal effect; on the % scale 0 is the no-effect control and ±100 the full control effect
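A549 ARE-Fluc cells in 5% FBS OPTI-MEM, 5000 cells/well, rested 2 h then exposed to compounds in concentration-response for 18-24 h at 37 °C. Viability by CellTiter-Fluor fluorescence (Ex 405/Em 525) after 30 min; luciferase luminescence (BugLite, 15 min, RT) read afterwards.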
Numbers without * were called inactive; [ ] = dose if it differs, or a comment. Unless noted, the call rests on the fitted dose curve; in most records, active means well fitted curve in the direction sought with a large enough effect; inconclusive means small, poorly fitted or top-dose-only effect, or another doubt; inactive means no such curve, though single readings can be large; an effect the other way counts as inactive or inconclusive.

Cc1ccn(CC(=O)N2CCCC(C(=O)c3cccc4ccccc34)C2)n1 (configuration not stated) was read as CCT chaperon mod -8.5, pAkt inh inactive, EPAC2 agonist 1%, Nrf2 block 2%, MmCpn inh 6%, EPAC2 antag 1%, TGFb SMAD3 inh 15%, Nrf2 activator -0.5% and A549 tox -6%.
For CCOc1ccccc1NC(=O)c1ccc2c(c1)C(=O)N(CC1CCCO1)C2=O (configuration not stated) the results were CCT chaperon mod -3.1, pAkt inh inactive, EPAC2 agonist 3%, Nrf2 block 2%, MmCpn inh 3%, EPAC2 antag 3%, TGFb SMAD3 inh -1%, Nrf2 activator 28% and A549 tox 0%.
COc1ccc(N(C(C)C(=O)N/N=C/c2ccc(OC(C)C)cc2)S(C)(=O)=O)cc1 (configuration not stated) was read as CCT chaperon mod 1.1, EPAC2 agonist -6%, Nrf2 block 10%, MmCpn inh 1%, EPAC2 antag -5%, TGFb SMAD3 inh -8%, Nrf2 activator 0.2% and A549 tox 0%.
For CCn1c(=O)c(C(=O)CN(C)CC(=O)Nc2cccc(F)c2)c(N)n(Cc2ccccc2)c1=O the results were CCT chaperon mod 0.8, pAkt inh inactive, EPAC2 agonist 7%, Nrf2 block inconclusive, MmCpn inh 0%, EPAC2 antag -17%, TGFb SMAD3 inh -30%, Nrf2 activator 1.4% and A549 tox inconclusive.
Screening CC12C(=O)N(c3cccc(OC(=O)c4ccco4)c3)C(=O)C1C1c3ccccc3C2c2ccccc21 (configuration not stated) returned CCT chaperon mod 1.9, pAkt inh inactive, EPAC2 agonist 9%, Nrf2 block inconclusive, MmCpn inh -4%, EPAC2 antag 1%, TGFb SMAD3 inh -24%, Nrf2 activator -0.1% and A549 tox -10%.
For CC(Oc1ccc(Cl)cc1Cl)C(=O)NCCN1CCOCC1 (configuration not stated) the results were CCT chaperon mod 0.9, EPAC2 agonist 5%, Nrf2 block 7%, MmCpn inh 0%, EPAC2 antag 13%, TGFb SMAD3 inh 37%[activator], Nrf2 activator 0.5% and A549 tox -5%.
Screening N#CCSCC(=O)Nc1ccc(F)cc1 returned CCT chaperon mod 0.0, pAkt inh inactive, EPAC2 agonist -1%, Nrf2 block -16%, MmCpn inh -1%, EPAC2 antag 6%, TGFb SMAD3 inh 0%, Nrf2 activator 0.2% and A549 tox -6%[1.84 µM].
`S=C(NCCC1=CCCCC1)Nc1ccccc1` gave CCT chaperon mod -1.9, pAkt inh -117%*, EPAC2 agonist 6%, Nrf2 block -23%, MmCpn inh -3%, EPAC2 antag 4%, TGFb SMAD3 inh -1%, Nrf2 activator -0.5% and A549 tox 1%.
For Cc1cc(C)c(Cn2c3ccccc3c3cnn(CC(=O)NCCCc4ccccc4)c(=O)c32)c(C)c1 the results were Nrf2 block inconclusive, TGFb SMAD3 inh -12%, Nrf2 activator -0.4% and A549 tox -1%.
Screening CC(C)C[C@H](NC(=O)N1CC(=O)Nc2ccccc21)C(=O)N[C@H](Cc1c[nH]c2ccccc12)C(=O)O returned CCT chaperon mod -0.5, pAkt inh inactive, EPAC2 agonist 5%, Nrf2 block -3%, MmCpn inh -1%, EPAC2 antag -8%, TGFb SMAD3 inh 6%, Nrf2 activator 0.1% and A549 tox 2%.
For O=C(Nc1nnc([C@@H]2C[C@H](O)[C@@H](CO)O2)s1)Nc1ccc(F)cc1F the results were CCT chaperon mod -0.8, pAkt inh inactive, EPAC2 agonist 1%, EPAC2 antag -12%, TGFb SMAD3 inh -7% and Nrf2 activator 0.1%.
Screening C/C(=N\OCc1ccc(C#N)cc1)c1ccc(S(=O)(=O)N(C)C)cc1 returned CCT chaperon mod 0.3, pAkt inh inactive, EPAC2 agonist 9%, Nrf2 block inconclusive, MmCpn inh -22%, EPAC2 antag -6%, TGFb SMAD3 inh -30%, Nrf2 activator 3.1% and A549 tox 2%.
Screening CC1(C2(O)CCCCC2)NCCc2ccccc21 (configuration not stated) returned CCT chaperon mod 0.9, pAkt inh inactive, EPAC2 agonist 6%, Nrf2 block 2%, MmCpn inh 1%, EPAC2 antag 6%, TGFb SMAD3 inh -19%, Nrf2 activator -0.1% and A549 tox 2%.
`COc1cccc(NC(=O)CSc2nnc(-c3ccoc3C)n2C)c1` gave CCT chaperon mod 0.1, pAkt inh inactive, EPAC2 agonist -2%, Nrf2 block -20%, MmCpn inh 0%, EPAC2 antag 7%, TGFb SMAD3 inh -26%, Nrf2 activator -0.5% and A549 tox -4%.
Screening Cc1ccc(NC(=O)OCc2ccccc2S(C)=O)cc1 (configuration not stated) returned CCT chaperon mod -2.0, pAkt inh inactive, EPAC2 agonist 2%, Nrf2 block -5%, MmCpn inh 2%, EPAC2 antag -12%, TGFb SMAD3 inh -3%, Nrf2 activator 2.7% and A549 tox 7%.
CCN(CC)CCCOc1ccc(C)cc1Br was read as CCT chaperon mod -1.5, pAkt inh inactive, EPAC2 agonist -3%, Nrf2 block 7%, MmCpn inh -10%, EPAC2 antag -3%, TGFb SMAD3 inh -2%, Nrf2 activator 0.2% and A549 tox 0%.
`CC1(C(=O)NS(=O)(=O)C2CC2)CCN(C(=O)c2cc3ccccc3s2)C1` (configuration not stated) gave CCT chaperon mod -1.8, pAkt inh inactive, EPAC2 agonist 12%, EPAC2 antag -5%, TGFb SMAD3 inh 5% and Nrf2 activator 0.5%.
O=C(Nc1cccc(S(=O)(=O)NC2=NCCC2)c1)C1CCCCC1 was read as CCT chaperon mod 0.5, pAkt inh inactive, EPAC2 agonist 10%, Nrf2 block 6%, MmCpn inh 1%, EPAC2 antag 3%, TGFb SMAD3 inh 6%, Nrf2 activator 0.2% and A549 tox 3%.
Screening NC(=S)Nc1cccc(-c2n[nH]c(=S)o2)c1 returned CCT chaperon mod 1.0, pAkt inh inactive, EPAC2 agonist 15%, Nrf2 block inconclusive, MmCpn inh inconclusive, EPAC2 antag 4%, TGFb SMAD3 inh 3%, Nrf2 activator 0.3% and A549 tox 3%.
For Cc1cccc(C)c1-n1c(C)cc(/C=C2\C(=O)NN(c3ccccc3)C2=O)c1C the results were CCT chaperon mod 1.7, pAkt inh inactive, EPAC2 agonist -6%, Nrf2 block inconclusive, MmCpn inh -3%, EPAC2 antag -9%, TGFb SMAD3 inh 13%, Nrf2 activator 3.3% and A549 tox 21µM*.

Sorted by heavy-atom count (highest first): some entries from above.
For Cc1cccc(C)c1-n1c(C)cc(/C=C2\C(=O)NN(c3ccccc3)C2=O)c1C the results were CCT chaperon mod 1.7, pAkt inh inactive, EPAC2 agonist -6%, Nrf2 block inconclusive, MmCpn inh -3%, EPAC2 antag -9%, TGFb SMAD3 inh 13%, Nrf2 activator 3.3% and A549 tox 21µM*.
For O=C(Nc1nnc([C@@H]2C[C@H](O)[C@@H](CO)O2)s1)Nc1ccc(F)cc1F the results were CCT chaperon mod -0.8, pAkt inh inactive, EPAC2 agonist 1%, EPAC2 antag -12%, TGFb SMAD3 inh -7% and Nrf2 activator 0.1%.
Screening Cc1ccc(NC(=O)OCc2ccccc2S(C)=O)cc1 (configuration not stated) returned CCT chaperon mod -2.0, pAkt inh inactive, EPAC2 agonist 2%, Nrf2 block -5%, MmCpn inh 2%, EPAC2 antag -12%, TGFb SMAD3 inh -3%, Nrf2 activator 2.7% and A549 tox 7%.

Additional results
Screening Cn1c(NCc2ccccc2F)nc2cc(-c3cccc(Cl)c3)sc2c1=O returned CCT chaperon mod -13, pAkt inh inactive, EPAC2 agonist 8%, EPAC2 antag 8%, TGFb SMAD3 inh 23% and Nrf2 activator inconclusive.
N#C/C(=C/c1ccc(CNC(=O)C(=O)Nc2cc(Cl)cc(Cl)c2)o1)C(=O)NCc1cccnc1 was read as CCT chaperon mod -1.2, pAkt inh inactive, EPAC2 agonist -2%, Nrf2 block 3%, MmCpn inh 0%, EPAC2 antag 11%, TGFb SMAD3 inh 0%, Nrf2 activator -0.1% and A549 tox -3%.
Screening Cc1ccc([C@H]2C[C@H](n3cc(-c4ccc(F)cc4)nn3)[C@@H](O)CN2CC2CCCCC2)cc1 returned CCT chaperon mod 1.0, pAkt inh inactive, EPAC2 agonist 9%, EPAC2 antag -7%, TGFb SMAD3 inh inconclusive and Nrf2 activator -0.5%.
CN=C(C)/C(C(=O)OC)=C(/O)c1ccc(Cl)cc1Cl was read as CCT chaperon mod -2.9, pAkt inh inactive, EPAC2 agonist 8%, Nrf2 block 7%, MmCpn inh -1%, EPAC2 antag 0%, TGFb SMAD3 inh -5%, Nrf2 activator 0.3% and A549 tox -6%.
`COc1cc(CO)ccc1Oc1nnnn1-c1ccc(C(N)=O)cc1` gave CCT chaperon mod -0.7, pAkt inh inactive, EPAC2 agonist 9%, Nrf2 block 7%, MmCpn inh 0%, EPAC2 antag 10%, TGFb SMAD3 inh -15%, Nrf2 activator inconclusive and A549 tox 5%.
`COc1ccccc1OCC(=O)Nc1c(C(=O)c2ccc(C)cc2)oc2ccccc12` gave Nrf2 block -2%, TGFb SMAD3 inh -2%, Nrf2 activator -1.4% and A549 tox -3%.
`Cc1cccc(NC(=O)CSc2nnc(-c3cccs3)o2)c1` gave Nrf2 block 13%, TGFb SMAD3 inh 6%, Nrf2 activator 18% and A549 tox 7%.
Screening CCc1noc(C)c1C(=O)Nc1nc(-c2ccc(OC)c(OC)c2)cs1 returned CCT chaperon mod -1.7, pAkt inh inactive, EPAC2 agonist -5%, Nrf2 block inconclusive, MmCpn inh -25%, EPAC2 antag 6%, TGFb SMAD3 inh -14%, Nrf2 activator 2.6% and A549 tox 2%.

Assay outcomes as filed in PubChem BioAssay.

Some of the compounds tested; rates above refer to the full screens.
